# ssDAF12 agonist = activates DAF-12 receptor from parasite S. stercoralis; HEK293 ssDAF-12/GRIP1 lit1-tk-luc reporter, luminescence; % of 3 µM dafachronic acid response; activation, % at 6.8 µM; 370,000 tested, 1% active;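 active = activation above the mean over all tested compounds plus 3 SD, cut at about 0.9% in these data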;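 note: 0% = DMSO-only wells and 100% = 3 µM delta7-dafachronic acid wells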
# PLCb3 inh = blocks human PLC-beta3 enzyme activity; Q01970; Purified PLC-beta3, fluorogenic substrate, fluorescence; inhibition, % at 12.2 µM; 370,000 tested, 0.18% active; in the data active = inhibition above about 11%;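 note: 0% = median of compound wells on plate and 100% = full blocker control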
# Target sequence (Q01970 whole entry, looked up): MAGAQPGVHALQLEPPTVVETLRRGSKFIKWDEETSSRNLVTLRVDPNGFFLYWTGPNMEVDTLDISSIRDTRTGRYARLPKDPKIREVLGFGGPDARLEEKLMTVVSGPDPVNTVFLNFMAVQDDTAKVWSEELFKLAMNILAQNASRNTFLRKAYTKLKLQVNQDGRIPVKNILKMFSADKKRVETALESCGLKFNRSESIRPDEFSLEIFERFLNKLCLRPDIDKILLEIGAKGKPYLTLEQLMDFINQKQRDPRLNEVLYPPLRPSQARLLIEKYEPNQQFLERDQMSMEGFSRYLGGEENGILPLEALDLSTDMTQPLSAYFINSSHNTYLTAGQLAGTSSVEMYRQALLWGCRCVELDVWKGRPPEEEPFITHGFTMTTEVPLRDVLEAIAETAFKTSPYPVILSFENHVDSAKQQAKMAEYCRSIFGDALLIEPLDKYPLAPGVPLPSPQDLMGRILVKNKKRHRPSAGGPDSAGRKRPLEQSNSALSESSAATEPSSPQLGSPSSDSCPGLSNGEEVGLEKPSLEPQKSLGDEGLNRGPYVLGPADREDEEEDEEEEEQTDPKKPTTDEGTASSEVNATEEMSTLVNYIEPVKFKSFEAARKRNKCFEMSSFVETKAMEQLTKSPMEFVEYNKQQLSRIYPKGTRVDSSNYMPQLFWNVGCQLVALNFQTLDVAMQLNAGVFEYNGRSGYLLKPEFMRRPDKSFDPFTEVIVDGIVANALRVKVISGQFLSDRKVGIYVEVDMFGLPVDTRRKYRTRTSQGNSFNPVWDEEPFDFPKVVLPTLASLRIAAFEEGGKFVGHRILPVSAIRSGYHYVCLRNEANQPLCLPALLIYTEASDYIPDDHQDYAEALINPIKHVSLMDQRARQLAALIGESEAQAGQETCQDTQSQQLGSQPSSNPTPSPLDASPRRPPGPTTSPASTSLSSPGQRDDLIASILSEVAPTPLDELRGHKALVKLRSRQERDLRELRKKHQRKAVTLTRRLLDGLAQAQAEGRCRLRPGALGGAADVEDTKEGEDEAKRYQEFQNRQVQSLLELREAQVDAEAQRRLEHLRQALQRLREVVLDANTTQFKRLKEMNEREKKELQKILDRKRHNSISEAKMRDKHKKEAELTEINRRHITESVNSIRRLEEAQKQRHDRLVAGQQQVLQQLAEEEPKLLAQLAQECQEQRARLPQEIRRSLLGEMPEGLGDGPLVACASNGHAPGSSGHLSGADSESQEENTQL
# hgDAF12 agonist = hgDAF-12 agonism, primary luciferase screen; HEK293 GAL4-hgDAF12 UAS-luciferase reporter, agonist luminescence; normalized to butyrate control; activation, % at 6.8 µM; 370,000 tested, 1.8% active; AID 687014;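 active = activation above a cutoff set at the mean of all screened compounds plus 3 SD, cut at about 10% in these data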;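 note: 0% = DMSO wells and 100% = sodium butyrate wells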
# SMARCA2 act = increases SMARCA2 function in MMTV reporter cells; 370,000 tested, 1% active; activation, % at 9.1 µM; MG213 cells, MMTV-luciferase reporter, dexamethasone, overnight; in the data active = activation above about 7.8%;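 note: 0% = vehicle wells and 100% = reference activator wells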
# hcDAF-12 act = activators of H. contortus DAF-12 nuclear receptor; HEK293 hcDAF-12 lit1-tk-luc reporter, luminescence; 0% DMSO, 100% Δ7-dafachronic acid; activation, % at 6.8 µM; 370,000 tested, 1.4% active; AID 652067;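 active = activation above the mean of all tested compounds plus 3 SD, cut at about 5.5% in these data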;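 note: 100% = response to 3 µM Δ7-dafachronic acid high control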
# DAX1 inh-1 = blocks DAX1 repression of SF-1 activated StAR promoter; HEK293T StAR-luciferase reporter, SF-1/DAX-1 repression relief; inhibition, % at 6.8 µM; 370,000 tested, 1.1% active; AID 652010;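 active = inhibition above the mean over all tested compounds plus 3 SD, cut at about 3.6% in these data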;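 note: 0% = DAX-1 cells with DMSO and 100% = cells lacking DAX-1 with DMSO; higher inhibition means more luminescence from relief of DAX-1 repression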
# sPLA2-III inh = Inhibits HGIII-sPLA2 liposome hydrolysis, primary screen; 370,000 tested, 0.56% active; QFRET BODIPY PC-A2 liposome hydrolysis, fluorescence; Q9NZ20; inhibition, % at 12.2 µM; AID 743126;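 active = inhibition above mean plus 3 SD of compounds lying within the high and low control bounds, cut at about 19% in these data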;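 note: 0% = median of test compound wells and 100% = no enzyme DMSO wells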
# PG9 Ab binder = PG9 antibody binding by small molecule; TR-FRET gp120-PG9 antibody binding; inhibition, % at 6.7 µM; 360,000 tested, 0.43% active; AID 624416; in the data active = inhibition above about 8.5%
# DAX1 inh-2 = inhibitors of human orphan nuclear receptor DAX1 (NR0B1) | HEK293 Gal4-DAX1 luciferase reporter, luminescence | 340,000 tested, 0.99% active | P51843 | AID 504766 | inhibition, % at 6.75 µM;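 active = inhibition above the mean over all tested compounds plus 3 SD, cut at about 4.2% in these data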;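 note: 0% = DAX1-transfected cells with DMSO and 100% = empty-vector control cells with DMSO; inhibition shows as a rise in luminescence from relieved DAX1 repression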
# Rev-erbA mod = modulators of human Rev-erb alpha DNA binding | P20393 | Rev-erbα–FITC-DNA binding, fluorescence polarization, 90 min | 370,000 tested, 0.79% active | activity, % at 10 µM;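 active = activity above about 14%, limit read from the data; passing the limit was not always enough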;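 note: 0% = DMSO wells with 35 nM protein and 100% = DMSO wells with 750 nM protein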
# GAA850 FXN act = frataxin GAA850 promoter activation; HEK293 lucGAA850 FXN promoter luciferase reporter, 24 h; percent of 10 µM SAHA response; 360,000 tested, 0.56% active; activation, % at 6 µM;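 active = activation above the average of all compounds screened plus 3 SD, cutoff fixed separately per campaign, cut at about 7.5% in these data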;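 note: 0% = DMSO wells and 100% = 10 µM SAHA wells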
# Numbers without * were called inactive; . = not tested or not shown.
compound	ssDAF12 agonist	PLCb3 inh	hgDAF12 agonist	SMARCA2 act	hcDAF-12 act	DAX1 inh-1	sPLA2-III inh	PG9 Ab binder	DAX1 inh-2	Rev-erbA mod	GAA850 FXN act
CC1NC(=O)c2cc3ccccc3cc2-n2c1nc1ccccc1c2=O (configuration not stated)	0.0	0	2.0	-1	3.0	0.7	4	-1.2	-0.4	5	2.0
COc1cc(NC(=O)Cn2cnc3sc(C)c(S(=O)(=O)N4CCOCC4)c3c2=O)cc(OC)c1OC	-1.1	-2	-0.2	-1	-0.2	0.7	5	-0.2	-0.1	-1	-0.3
Cc1cc(C)c(NC(=O)C2C3/C=C\CCCCC32)c(C)c1 (configuration not stated)	-0.6	2	2.6	-2	0.1	0.1	2	0.0	1.3	-4	2.9
Cc1ccc(C(=O)C2CCOC(C)(C)C2)cc1 (configuration not stated)	-1.3	2	-1.2	0	-0.5	0.2	4	0.1	1.5	0	1.8
CCOc1ccccc1CN1CCN(Cc2ccon2)CC1CCO (configuration not stated)	-1.1	-4	-1.8	-1	-0.6	0.3	2	-0.7	1.9	-2	-0.5
O=C(COCCOCC(=O)N(c1ccccn1)C1CCCCC1)N(c1ccccn1)C1CCCCC1	-1.1	-1	-0.1	-1	-0.4	0.4	12	1.4	1.9	2	-2.2
O=C(Nc1nnc(CCS(=O)(=O)c2ccc(Br)cc2)s1)c1ccc([N+](=O)[O-])cc1	-0.9	3	3.7	-3	-0.2	0.2	2	0.0	1.3	-1	1.2
COc1ccccc1-c1csc(C(NC(C)=O)c2ccc(F)c(F)c2)n1 (configuration not stated)	-0.8	-4	4.2	1	-2.4	0.2	-8	0.1	.	0	1.9
Clc1ccc(Cc2nn3c(Cn4nnc5ccccc54)nnc3s2)cc1	-2.1	2	-3.3	-2	-0.5	-0.9	-18	0.7	-1.3	-1	-0.6
COCc1cc(C)nc(N/N=C/c2ccc(-c3cc(C(=O)O)ccc3Cl)o2)c1C#N	-1.4	-11	1.6	-4	-1.9	-0.1	1	-1.6	.	1	.
O=C(NCCO)c1cc(-c2cc(C(=O)NCCO)c3ccccc3n2)nc2ccccc12	-0.7	-3	4.1	0	1.7	0.0	0	1.9	1.0	3	3.1
CC(C)[C@H](NC(=O)c1ccccc1)C(=O)OCC(=O)/C=C1/N(C)c2ccccc2C1(C)C	-2.2	-85	0.9	-5	-0.8	-0.6	0	-1.1	0.2	2	1.4
COc1cccc(-c2nc(CS(=O)CC(=O)NCc3ccccc3Cl)c(C)o2)c1 (configuration not stated)	-0.3	-5	-0.8	-2	-0.5	0.1	3	-2.6	1.1	0	0.5
CC1CCN(C(=O)c2ncn3c2C(=O)NC[C@H]3C)CC1	-1.0	2	0.9	-6	1.2	0.3	12	-1.5	.	-4	.
COC(=O)c1[nH]c2ccc(C)cc2c1NC(=O)CN1CCN(c2ccccc2)CC1	-2.1	-42	-6.7	-5	-3.6	-2.4	-14	-0.8	-3.4	-6	-3.1
COc1ccc(Cl)cc1N(CC(=O)Nc1ccccc1C(=O)NCc1ccco1)S(C)(=O)=O	-1.3	3	-2.6	-2	-0.9	-0.6	-20	1.7	0.2	5	-0.8
COC(=O)CNC(c1ccccc1Cl)c1cc(Br)ccc1NS(=O)(=O)c1ccc(C)cc1 (configuration not stated)	-0.9	6	-1.8	-3	-0.3	0.4	1	-0.9	-2.2	8	-0.8
COC(=O)C1CN(CCO)CCS(=O)(=O)N1Cc1cn(Cc2cccc(Cl)c2)nn1 (configuration not stated)	-0.5	5	-0.8	-2	-2.1	-0.9	6	.	.	1	.
Cc1cccc2c(=O)c(-c3ccc4c(c3)OCO4)c(NC(=O)c3ccco3)oc12	-1.1	-26	-2.0	-4	2.3	-0.5	7	-2.1	0.4	1	0.7
O=C(CSc1nc2ccc(Nc3nc(N4CCOCC4)nc(N4CCOCC4)n3)cc2s1)N1CCOCC1	-1.4	-3	-2.1	-1	-1.5	-0.7	15	1.8	0.0	-4	1.9
Cc1cc(C)nc(NC(=NCCc2c[nH]c3ccccc23)NC(=O)Nc2ccccc2)n1	-1.9	-1	0.0	-2	-1.2	-1.7	-59	-1.6	-1.6	-8	-2.0
NS(=O)(=O)c1cccc(NC(=O)COC(=O)c2ccccc2C(=O)c2ccccc2)c1	-1.6	-3	-1.4	-1	-1.8	-0.7	0	0.5	0.2	6	1.5
Cc1c(Cl)cccc1NC(=S)Nn1cnnc1	-0.5	-2	-0.9	5	-0.6	-0.8	6	0.2	-0.6	1	0.2
CC[C@@H]1CC2=C(C(=O)OC(C)(C)O2)[C@H](c2ccc(F)cc2)O1	0.3	5	-0.8	-1	-0.7	1.0	8	-0.3	.	-7	.
CC(COc1cc(F)cc(C#N)c1)CN1CCC(C(O)(c2ccccc2)c2ccccc2)CC1 (configuration not stated)	-1.6	1	-0.1	-5	-2.2	0.3	-20	.	.	-1	.
CCCCCc1ccc(-c2ccc(/C=C/C(=O)O)cc2)nc1	-1.9	-12	-7.2	-7	-2.6	0.9	6	0.2	-2.0	-2	-9.5
CC1=C(C(=O)OCCC#N)C(c2cc3c(cc2Br)OCO3)NC(=O)N1 (configuration not stated)	-0.8	-3	-1.3	-1	-1.9	0.4	-1	-3.7	-0.7	10	-2.4
COc1ccc(NC(=O)N2CCCC2C(=O)NCc2ccc(F)cc2)cc1 (configuration not stated)	-1.3	-1	-0.9	-2	-0.7	0.2	-2	2.5	0.4	-1	-1.1
CCN(CC(=O)NCc1cccs1)C(=O)c1cccc(S(=O)(=O)N(CC)c2ccccc2)c1	-0.5	-3	-1.1	-4	-1.8	-1.3	-4	-0.1	-0.5	-2	0.3
CC1CCC2(CC1)SCC(=O)N2c1ccc(F)cc1 (configuration not stated)	-1.4	-8	0.5	-5	-1.3	0.0	9	-0.1	2.3	-6	1.9
CCCCc1nc2cc(C(=O)N(C)CCc3cn[nH]c3)ccc2o1	-1.2	0	2.5	3	-0.3	-0.1	-9	0.2	0.1	4	2.1
COc1cccc(NS(=O)(=O)c2ccc3c(c2)N(C(C)=O)CCO3)c1	-1.3	-8	-1.4	-2	-2.1	-2.0	2	-0.3	0.4	0	2.5
COc1cc2[nH]c(=S)n(Cc3ccc(C)o3)c(=O)c2cc1OC	-1.2	-2	-0.6	2	-0.9	-0.5	4	3.7	-0.3	0	1.7
Cc1ccc(NC(=O)C2C3/C=C\CCCCC32)cc1 (configuration not stated)	-0.9	4	7.8	6	0.5	1.0	5	0.6	1.7	-6	2.3
Cc1sc2ncn(/N=C/c3ccco3)c(=O)c2c1C	-0.8	-6	2.3	-1	0.9	0.2	2	-0.5	1.1	-2	2.6
Cc1ccccc1OCCCCCn1ccnc1	-1.3	2	0.8	-3	-1.9	-0.9	-22	-0.2	-0.6	-1	-1.3
CCn1cc(C(=O)O)c(=O)c2cc(S(=O)(=O)N3CCCCCC3)ccc21	-0.9	-3	1.6	1	-1.5	0.6	2	-0.2	0.4	3	-0.1
CCOc1ccc(N2CC(C(=O)NC3CCCCCC3)CC2=O)cc1 (configuration not stated)	-1.0	-1	0.4	-3	-1.3	-0.3	5	-0.3	-0.6	-2	1.9
O=C1NC(=S)N/C1=C/c1ccc2c(c1)OCO2	-1.4	-5	-0.3	3	-0.1	-0.1	4	-3.5	0.2	6	-6.3
CC(=O)N1CCSc2ccc(S(=O)(=O)Nc3ccc(C)cc3)cc21	-1.3	-4	-3.5	-1	-2.2	-0.2	1	0.2	-0.8	-3	-0.5
COC(=O)c1cc2sccc2n1Cc1nc(-c2ccc(Cl)cc2)oc1C	-0.8	-4	2.5	-1	-1.1	-0.3	3	0.1	0.3	8	0.0
Cc1nn(-c2ccc(Cl)cc2)c(Cl)c1/C=C(\C#N)C(N)=O	-0.8	-6	3.2	1	2.6	0.9	-1	-1.0	-1.2	0	-2.7
C=CCc1c(C)nc(SCC(=C)C)[nH]c1=O	-1.4	-3	-2.4	-2	-0.4	0.3	-2	0.8	0.7	-7	-0.1
O=C(O)/C=C/c1ccc(S(=O)(=O)Nc2ccc3[nH]c(=O)[nH]c3c2)cc1	-0.4	-25	0.0	-2	-0.7	-0.1	1	-6.0	0.8	5	2.6
O=C(Nc1nc2ccc(F)cc2s1)c1ccc([N+](=O)[O-])o1	-0.9	0	8.7	3	0.6	-2.2	-7	-1.0	0.7	-4	2.5
CC(C)C[C@@H]1O[C@H](CCc2ccccc2)CC2=C1C(=O)OC(C)(C)O2	0.3	-1	-0.1	-5	0.3	0.6	11	1.3	.	-1	.
CCC1=NN2C(=N)/C(=C\c3ccc(OCCOc4ccccc4OC)cc3)C(=O)N=C2S1	-1.3	-14	2.2	0	0.8	-0.4	5	-1.7	-1.4	-5	2.9
COCCNC(=O)CN1CCC(n2c(C)nc3cc(C(F)(F)F)ccc32)CC1	-1.1	1	-0.8	-3	-0.8	-0.4	0	3.1	-0.8	-4	0.8
CN(C)S(=O)(=O)n1cnc([C@H]2c3c(ncn3Cc3ccccc3)C[C@H]3COC(=O)[C@@H]32)c1	-0.3	4	-0.6	1	-1.7	0.4	1	-2.0	0.4	4	-1.0
CCN(CC(=O)Nc1c(F)cccc1F)C(=O)CCc1c[nH]c2ccccc12	-1.8	0	-2.8	-2	-1.4	0.1	-21	0.0	1.0	3	2.5
O=C(NCc1cc(C(F)(F)F)ccc1F)C1CCC(=O)N(C2CC2)C1 (configuration not stated)	-1.5	-3	-2.2	-2	0.4	0.4	-1	0.7	-0.2	1	1.0
COc1ccc(CN(C)C(=O)[C@H]2O[C@@H](n3ccc(N)nc3=O)[C@H](O)[C@@H]2O)cc1OC	-0.9	3	-4.3	-1	0.0	0.1	18	-1.1	.	-9	.
CCCCC(=O)Nc1ccc(C(=O)Nc2nnc(COC)s2)cc1	-1.8	-2	-3.0	7.8*	0.4	0.0	1	-1.5	0.6	-5	-3.1
Cc1ccc(S(=O)(=O)N2CCOCC2)cc1NC(=O)COC(=O)CSc1ccc(Br)cc1C	-0.6	-1	0.3	-2	0.2	0.1	-56	-1.9	0.8	2	-3.4
COc1ccc(/C=N/N2C(=O)C3C4C=CC(CC4)C3C2=O)c(OC)c1 (configuration not stated)	-1.5	1	-1.8	1	-0.3	-0.2	-2	-2.0	1.5	4	0.5
CCOC(=O)NN1C(=O)c2ccccc2NC1c1ccccn1 (configuration not stated)	-1.6	-291	-0.1	0	-0.4	-0.5	3	0.8	2.2	1	0.1
O=C(N/N=C/c1ccsc1)C1CC1	-0.4	2	0.7	-2	0.0	0.0	4	-1.2	3.3	2	1.7

# Screening data from PubChem BioAssay.
